# Screens: PubChem BioAssay, National Center for Advancing Translational Sciences (NCATS)
# 12-LOX inh: ALOX12 (human) lipoxygenase inhibition | AID 1671190 | Potency, µM (doses to about 108 µM), for the others: at the highest dose activity change, negative = inhibition, usual class: inhibitors | actives 1.1% (n = 580,000) | purified 12hLO, xylenol orange hydroperoxide absorbance | P18054; note: potency is the fitted concentration of half-maximal effect; % is set by controls: 0 for no effect and ±100 for the full control effect
#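 Purified human 12hLO (150 nM final) in 25 mM Hepes, 0.01% Triton X-100, pH 7.0 was preincubated 15 min at room temperature with compound. Then 40 uM arachidonic acid was added, 30 min. Hydroperoxide was read by Fe-XO absorbance ratio 573/405 nm.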
# ERG Ets-DNA blk: blocks human ERG Ets domain binding to DNA; P11308; fluorescence polarization, His-ERG Ets domain / labelled DNA; Potency, µM (titrated, usually from 76.9 µM), without a hit: at the highest dose FP activity, negative = inhibition, hits mostly inhibitors; actives 0.028% (n = 370,000); AID 624246; active = well fitted inhibition curve with a large enough effect in the polarisation, with a control signal flat; inconclusive = small, poorly fitted or top-dose-only effect, or effect the other way, or a change in a side signal; inactive = no such curve, though single readings can be large or run the other way; the % refers to the polarisation;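 note: polarization taken with two DNA probes labelled with fluorescein and Texas red; potency is the fitted concentration of half-maximal effect; % of control where 0% means no effect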
# Target sequence (P11308 whole entry, looked up, the tested form may be a part): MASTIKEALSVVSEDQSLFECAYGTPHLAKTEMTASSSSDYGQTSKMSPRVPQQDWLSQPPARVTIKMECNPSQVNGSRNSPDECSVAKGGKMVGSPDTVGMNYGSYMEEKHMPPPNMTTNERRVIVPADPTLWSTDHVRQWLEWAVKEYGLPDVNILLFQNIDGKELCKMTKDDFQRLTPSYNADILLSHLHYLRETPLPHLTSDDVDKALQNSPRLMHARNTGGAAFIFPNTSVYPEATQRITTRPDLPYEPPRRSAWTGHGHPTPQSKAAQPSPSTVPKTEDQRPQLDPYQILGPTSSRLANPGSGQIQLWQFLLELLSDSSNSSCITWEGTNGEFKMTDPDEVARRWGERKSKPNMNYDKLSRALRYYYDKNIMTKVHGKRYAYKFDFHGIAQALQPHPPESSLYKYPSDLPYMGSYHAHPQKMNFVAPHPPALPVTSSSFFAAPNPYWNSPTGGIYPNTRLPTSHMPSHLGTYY
#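 His-tagged ERG Ets domain (1 uM in the protein solution; 300mM KCl, 50mM Tris-HCl, 1mM EDTA, 1mM DTT, pH 7.5) received compound, then a probe mix of 5 nM fluorescein-DNA and 100nM Texas-615-DNA. Fluorescence polarization was read for both dyes.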
# RGS4 inh: human RGS4 inhibition; P49798; Transcreener GDP fluorescence polarization, RGS4-accelerated GTP hydrolysis; Potency, µM (top dose mostly 114 µM), inactives show at the highest dose activity change, negative = inhibition, hits mostly inhibitors; actives 0.039% (n = 390,000); note: potency is the fitted concentration of half-maximal effect; % is set by controls: 0 for no effect and ±100 for the full control effect; nearly all actives have a fitted effect of over 75% in size; some results filed as inactive show a strong effect at the top dose
# Target sequence (P49798 whole entry, looked up): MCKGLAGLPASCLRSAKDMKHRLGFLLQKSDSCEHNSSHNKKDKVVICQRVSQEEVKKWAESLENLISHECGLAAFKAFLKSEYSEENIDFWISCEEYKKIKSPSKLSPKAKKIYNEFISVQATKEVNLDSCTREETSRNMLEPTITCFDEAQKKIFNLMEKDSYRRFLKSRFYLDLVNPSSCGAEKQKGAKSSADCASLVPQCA
#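 MLSMR compounds (23 nl, pin-transferred) preincubated 10 min at room temperature with a 500nM (2x) first reagent, then RGS4 at 900nM (2x) plus Transcreener GDP mix added; fluorescence polarization (620/688 nm) read before and after 90 min at 30 °C.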
# Apoferritin bind: candidate novel general anesthetic via apoferritin binding. apoferritin/1-aminoanthracene competitive binding, fluorescence. P02791. actives 0.074% (n = 350,000). AID 485281. Potency, µM (titrated, usually from 77.5 µM), for the others: at the highest dose activity change, negative = displacement, most hits filed as inhibitors; note: potency is the fitted concentration of half-maximal effect; % is set by controls: 0 for no effect and ±100 for the full control effect; nearly all actives have a fitted effect of over 20% in size
# Target sequence (P02791 2-175 limits assumed): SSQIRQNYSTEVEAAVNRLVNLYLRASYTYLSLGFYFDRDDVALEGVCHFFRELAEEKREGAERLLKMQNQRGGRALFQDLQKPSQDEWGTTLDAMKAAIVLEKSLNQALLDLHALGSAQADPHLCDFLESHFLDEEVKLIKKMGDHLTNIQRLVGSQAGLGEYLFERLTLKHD
#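 Horse-spleen apoferritin (10 uM) in 50% saturated 1-aminoanthracene in PBS was incubated 10 min at room temperature with compound. Fluorescence (ex 380, em 535 nm) was normalized to free and bound 1-AMA, with concentration-response fitted by a four-parameter Hill equation.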
# APEX1 inh: APE1 (human) endonuclease inhibition | actives 0.35% (n = 350,000) | Potency, µM (doses to about 65.8 µM), without a hit: at the top dose activity change, negative = inhibition, usual class: inhibitors | recombinant APE1, TAMRA/BHQ-2 abasic DNA cleavage fluorescence | AID 2517 | P27695;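 note: potency is the fitted concentration of half-maximal effect; plate controls were vehicle for no effect and reference inhibitor for full effect; nearly all actives have a fitted effect of over 55% in size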
#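 Endonuclease cleavage of a quenched abasic-site DNA duplex (50 nM) by APE1 (0.75 nM) was tracked by TAMRA dequenching. Compounds were preincubated with enzyme 15 min at room temperature; data normalized to buffer-only and DMSO wells plus NSC13755 control.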
# POLH inh: inhibitors of human DNA polymerase eta. recombinant Pol eta, fluorescent DNA replication assay. Q9Y253. Potency, µM (doses to about 114 µM), without a hit: at the top dose activity change, negative = inhibition, actives largely listed as inhibitors. actives 1.2% (n = 390,000); note: potency is the fitted concentration of half-maximal effect; % is set by controls: 0 for no effect and ±100 for the full control effect
#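 Fluorescent replication assay: 50 nM final substrate added after a 15 min room-temperature compound preincubation with 10 nM enzyme. Signal taken at 0 min and again at 10 min.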
# POLK inh: blocks human DNA polymerase kappa activity; Q9UBT6; purified Pol kappa, fluorescent DNA synthesis assay, 10 min; Potency, µM (top dose mostly 107 µM), without a hit: top-dose activity, negative = inhibition, usual class: inhibitors; actives 0.53% (n = 400,000); note: potency is the fitted concentration of half-maximal effect; % is set by controls: 0 for no effect and ±100 for the full control effect
#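 Inhibition of 10 nM Pol kappa is measured by a fluorescent read-out at 0 and 10 min following addition of 50 nM substrate (final), with a 15-min room-temperature compound preincubation.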
# POLB inh: inhibitors of human DNA polymerase beta | Pol beta primer extension/strand displacement, fluorescence kinetic | Potency, µM (top dose mostly 114 µM), without a hit: at the highest dose activity change, negative = inhibition, actives largely listed as inhibitors | actives 1.3% (n = 340,000); note: potency is the fitted concentration of half-maximal effect; % is set by controls: 0 for no effect and ±100 for the full control effect
#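 Reaction started by 50 nM substrate onto compound-treated Pol beta (10 nM, 15 min preincubation, room temperature); plates read at 0 min and 10 min. Normalized concentration-effect data fitted by four-parameter Hill equation.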
# LDHA inh: inhibitors of human lactate dehydrogenase A; P00338; purified LDHA, NADH/diaphorase-resazurin fluorescence; stronger effect = lower value; activity change, % (values are at about 110 or 230 µM); actives 0.15% (n = 480,000); in the data active = activity change below about -30%; inconclusive = mostly about -25% to -30%;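 note: plate controls were DMSO wells for no effect and wells without enzyme for full effect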
#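 Human LDH5 (2 nM) was incubated with 0.06 mM NADH and 0.2 mM pyruvate for 5 min at room temperature in Tris pH 7.4. Remaining NADH was coupled through diaphorase/resazurin, and resorufin fluorescence was read at 0 and 20 min.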
# Numbers without * were called inactive; u = inconclusive; x = not tested or not shown; & = joins results of further samples; [ ] = another dose, or the depositor's remark. Unless noted, calls come from the whole dose curve; as a rule, active = well fitted curve in the direction sought with a large enough effect; inconclusive = small, poorly fitted or top-dose-only effect, or another doubt; inactive = no such curve, though single readings can be large; an effect the other way counts as inactive or inconclusive.
structure	POLB inh	LDHA inh	ERG Ets-DNA blk	POLH inh	POLK inh	APEX1 inh	Apoferritin bind	12-LOX inh	RGS4 inh
Cc1ccc2c(Cl)c(C(=O)Nc3nn[nH]n3)sc2c1	30%	-1	-8%	18%	-6%	3%	-1%	-12%	13%
O=C(Cn1cnc2ccccc2c1=O)N1CCN(c2ccc(F)cc2)CC1	-17%	-3	1%	-7%	-4%	24%	-5%	-7%	-10%
Cc1cc(NC(=O)C(C)Sc2nc(-c3cccs3)nc3ccccc23)no1 (centres undefined)	x	-4	-3%	u	-11%	-16%	x	-2%	-4%
COc1ccccc1C1CCCN1Cc1nc(-c2ccc(C)s2)oc1C (centres undefined)	2%	-3	5%	-8%	-2%	3%	-19%	6%	-21%
CCOC(=O)c1ccc2c(c1)N(Cc1ccc(F)cc1Cl)C(=O)c1ccccc1S2(=O)=O	13%	-2	-4%	-11%	-12%	x	-2%	-32%	21%
O=C(Nc1ccccc1C(=O)NC1CCCCC1)c1ccccc1	-5%	-5	9%	-12%	3%	8%	-9%	0%	0%
Cc1cccc(NC(=O)c2cnc3scc(C)n3c2=O)c1	76%	0	6%	-3%	-7%	1%	-10%	u	1%
COc1cc(/C=C(\C#N)C(=O)N2CCc3ccccc32)ccc1O	0%	-12	9%	-3%	-12%	12%	-20%	u	11%
Cc1cc(SCC(=O)N(CC(C)C)c2c(N)n(CC(C)C)c(=O)[nH]c2=O)nc2ccccc12	x	-6	-6%	-16%	-8%	0%	x	u	-34%
CCC(=O)Nc1ccc(C(=O)OCc2ccccc2)cc1	-15%	1	2%	-20%	4%	-4%	u	-18%	1%
CC(CCC(=O)O)C1CC[C@@]2(C)C3C(=O)CC4C(C)(C)C(O)CC[C@]4(C)C3C(=O)C[C@]12C (some centres undefined)	-7%	-2	-4%	-14%	-15%	-2%	6%	0%	10%
COc1cccc(C(=O)/C=C/c2ccc(N3CCCCC3)c([N+](=O)[O-])c2)c1	0%	-3	-10%	-6%	-22%	-3%	-16%	-4%	-7%
CCOC(=O)c1c(-c2ccc(C)o2)csc1NC(=O)COC(=O)c1ccc(NC(N)=O)cc1	u	-10	-3%	9%	u	4%	u	-1%	u
Cn1c(=O)c2ccccc2n2c(CCl)nnc12	14%	-3	13%	-7%	10%	31%	-3%	-9%	-19%
Cc1cc(C(=O)OCC(=O)Nc2cccc(S(N)(=O)=O)c2)c(C)o1	x	-12	-3%	-17%	-2%	1%	x	0%	9%
Cc1cc(NS(=O)(=O)c2ccc(NC(=O)CSc3nc4ncccc4[nH]3)cc2)nc(C)n1	0%	-6	9%	-2%	-6%	-1%	-3%	-4%	1%
Cn1cc(/C=C2\SC(=O)N(c3ccc(O)cc3)C2=O)c2ccccc21	24%	-9	3%	-7%	-10%	-2%	3%	0%	-26%[56.9 µM]
CNc1c(NS(=O)(=O)c2ccc(F)c(Cl)c2)c(=O)oc2ccccc12	6%	3	-2%	-9%	6%	20%	-9%	5%	-3%
c1ccc(CNc2ncnc3nc[nH]c23)nc1	-4%	-2&-9	-1%	-14%	5%&-2%	2%	-5%	40%[activator]	-5%
CCOC(=O)CCn1cnc2onc(-c3cc(OC)ccc3Cl)c2c1=O	31%	-7	0%	-14%	-9%	x	2%	-23%	12%
O=C(c1cc(-c2ccccc2Cl)nc2ccccc12)N1CCC1	x	0&11	-6%	-13%	-5%	8%	x	-2%&20%	-37%
C=CCn1c(C)cc(C(=O)COC(=O)CCc2cc(OC)c(OC)c(OC)c2)c1C	x	-6	5%	-6%	-1%	-8%	x	2%	-53%
CS(=O)(=O)N1CCN(C(=O)c2cccnc2)CC1	7%	-18	x	3%	-4%	-9%	-4%	-28%	36%
CCS(=O)(=O)N1CCc2cc(C(=O)NCc3ccc(OC)cc3)ccc21	21%	-1	5%	5%	7%	x	-6%	-23%	7%
c1ccc2c3c([nH]c2c1)C1(CCCCC1)NCC3	1%	-11	0%	-5%	1%	-20%	-6%	-2%	10%

# Further records:
structure	POLB inh	LDHA inh	ERG Ets-DNA blk	POLH inh	POLK inh	APEX1 inh	Apoferritin bind	12-LOX inh	RGS4 inh
O=C(O)CCCCCNC(=O)/C=C/c1ccco1	u	-3	-2%	3%	-17%	5%	-3%	0%	8%
CCOC(=O)c1ccccc1NC(=O)COC(=O)CSCC(=O)Nc1cc(C)on1	x	-3	-1%	0%	-4%	49%[activator]	x	-1%	1%
CCN(CC)C(=O)C(=O)N/N=C/c1ccc(C(=O)OC)cc1	0%	-5	3%	-16%	-3%	-1%	0%	-12%	-3%
COc1ccc(C2CC(O)(c3ccccc3)Oc3cc(OC)c(OC)c(OC)c32)cc1 (centres undefined)	0%	18	8%	-25%	-13%&-5%	u	-13%&-15%	0%	17%&-1%
COc1ccc(C(=O)Nc2nnc(S(=O)(=O)N(CC(C)C)c3ccc(C)cc3)s2)cc1OC	3%	-5	1%	-11%	-5%	x	-7%	-7%	1%
c1ccc(CCNc2ncnc3scc(C4COc5ccccc5O4)c23)cc1 (centres undefined)	6%	3	1%	-14%	-19%	-4%	35%[activator]	-6%	13%
Cc1ccc(S(=O)(=O)N2CC(=NN=C(N)N)C2)cc1	-1%	-5	6%	-6%	1%	60%[activator]	4%	-18%	-12%
O=C(CSCc1cccc(Cl)c1)NCc1ccc2c(c1)OCO2	6%	-3	0%	-12%	-11%	-3%	u	10%	26%
CN1CCC/C1=C1/C(=O)N(c2ccccc2)N=C1NC(=O)Nc1cccc(Cl)c1	29%	2	6%	-15%	0%	-3%	-8%	-14%	-101%[56.9 µM]
c1ccc2c(c1)OCCOCCOc1ccccc1OCCOCCO2	-1%	-10	-2%	1%	0%	2%	-7%	-7%	-13%
CSCCC(NS(=O)(=O)/C=C/c1ccccc1)C(=O)O (centres undefined)	3%	2	2%	-12%	8%	1%	-5%	-3%	-17%
Cc1ccc(S(=O)(=O)NCC(=O)Nc2cccc([N+](=O)[O-])c2)cc1	20%	-1	-2%	-10%	0%	u	-11%	-4%	-9%
O=C(OCc1nc2ccccc2s1)c1ccccc1O	4%	-3	2%	-4%	-13%	-10%	u	-18%	12%
CCC(C(=O)NC(C)(C)C)N(Cc1ccco1)C(=O)CNS(=O)(=O)c1ccc(OC)cc1 (centres undefined)	12%	2	9%	-15%	1%	35%	-1%	2%	12%
Cc1ccc(NC(=O)COC(=O)c2ccc(Cl)cc2)cc1S(=O)(=O)N(C)C	-1%	-2	-2%	-9%	-7%	3%	-3%	-11%	-37%[56.9 µM]
COC(=O)C(C)Oc1cc(OC(C)C(=O)OC)c2c(-c3ccccc3)cc(=O)oc2c1 (centres undefined)	15%	0	-3%	-21%	-1%	-8%	-9%	29%	3%
COCC(C)NCc1cc(Br)ccc1OC (centres undefined)	-19%	-18	-6%	-18%	-1%	-7%	-3%	-22%	13%
CCCCn1c(=S)[nH]c2cc(S(=O)(=O)N3CCOCC3)ccc21	x	-2	5%	-10%	2%	0%	x	u	u
Cc1cc(OCc2ccccc2)ccc1/C(O)=C1/C(=O)C(=O)N(Cc2cccnc2)C1c1ccncc1 (centres undefined)	47%[activator]	-2	-2%	-24%	-10%	15%	-10%	152%[activator]	-18%
C=C(C)CSc1nc(N)cc(=O)[nH]1	6%	-1	-1%	-4%	4%	3%	u	34%	8%
CC(C)/C=N/Nc1nc(-c2ccc(Br)cc2)cs1	3%	0	2%	-16%	-3%	u	-15%	-25%	-33%
O=c1ccn([C@@H]2O[C@H](CNCc3ccc(-c4cc(C(F)(F)F)ccc4Cl)o3)[C@@H](O)[C@H]2O)c(=O)[nH]1	x	-2	13%	-8%	0%	x	x	2%	-34%
CCN(Cc1ccccc1)S(=O)(=O)c1c(C(=O)N2CCCC2)c(C)n(C)c1C	0%	-3	0%	-4%	10%	34%	5%	37%	4%[11.4 µM]
COC(=O)Cn1c(CN2CCN(c3ccc(F)cc3)CC2)nc2c1c(=O)n(C)c(=O)n2C	21%	3	-15%	-14%	-4%	-3%	-3%	x	-19%
O=S(=O)(c1cc(Cl)ccc1Cl)n1ccnc1	0%	-18	6%	-5%	3%	2%	-4%	31%[activator]	-4%

# (more compounds)
structure	POLB inh	LDHA inh	ERG Ets-DNA blk	POLH inh	POLK inh	APEX1 inh	Apoferritin bind	12-LOX inh	RGS4 inh
COc1ccccc1C1CN=NC12CCCc1ccccc1C2=O (centres undefined)	10%	-1	-6%	-22%	2%	-2%	-22%	39%[activator]	-2%
COCCNc1oc(-c2ccc(F)cc2)nc1C#N	34%	-2	4%	-3%	-7%	13%	-13%	u	6%
COc1ccccc1C(C)Nc1nc(-c2cccnc2)nc2ccccc12 (centres undefined)	4%	-4	9%	-27%	0%	43%	-7%	-17%	-24%
COc1cccc(-c2nc(-c3ccc(-c4ccccc4)nc3OC)no2)c1	4%	1	6%	-16%	2%	x	-8%	-14%	-12%

# Record cards, as listed above. Order of values: POLB inh | LDHA inh | ERG Ets-DNA blk | POLH inh | POLK inh | APEX1 inh | Apoferritin bind | 12-LOX inh | RGS4 inh
# COc1ccccc1C1CCCN1Cc1nc(-c2ccc(C)s2)oc1C (centres undefined) as listed: 2% | -3 | 5% | -8% | -2% | 3% | -19% | 6% | -21%
# COc1ccccc1C1CN=NC12CCCc1ccccc1C2=O (centres undefined) as listed: 10% | -1 | -6% | -22% | 2% | -2% | -22% | 39%[activator] | -2%

# These rows are one share of the data, so the mix of outcomes need not match the whole.
